# Assay outcomes (PubChem)
# esBAF inh: inhibitors of esBAF chromatin remodeling in mouse ES cells | AID 602393 | hit rate 2% among 350,000 | reporter increase, % at 12.5 µM | Bmi1-luciferase knock-in reporter, 24 h; 100% = twice the neutral-well signal; in the data active means activation above about 40%;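 further: 0% = median of the plate's neutral control wells and 100% = double that signal; a rise in the Bmi1 reporter signal indicates esBAF inhibition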
# S100A4 inh HTS: inhibitors of human S100A4 binding to myosin IIA peptide; AID 652163; P26447; inhibition, % at 10.7 µM; S100A4/TAMRA-MyoIIA peptide fluorescence polarization; hit rate 0.14% among 360,000;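 active means mean inhibition of at least 70% across replicates, with every replicate also reaching that level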
# Target sequence (P26447 whole entry, looked up): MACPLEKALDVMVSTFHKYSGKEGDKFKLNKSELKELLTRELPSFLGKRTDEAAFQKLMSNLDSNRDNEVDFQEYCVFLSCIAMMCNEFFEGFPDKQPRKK
#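 System – human S100A4 monomer protein, biochemical binding assay · Buffer or medium – Calcium-containing HEPES buffer, pH 7.2 · Timing – 5 min between mix addition and reading · Also added – TAMRA-labelled myosin IIA heavy-chain peptide probe, 5 nM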
# ERp5 block: inhibitors of human ERp5 | ERp5 insulin aggregation, absorbance 650 nm, 90 min | inhibition, % at 9.99 µM | hit rate 0.05% among 350,000 | AID 651711;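 active means mean replicate inhibition above about 25%, with every replicate also reaching it, limit read from the data, passing the limit was not always enough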
# ERAP1 HTS inh: inhibitors of human ERAP1 aminopeptidase | Q9NZ08 | recombinant ERAP1, Leu-AMC fluorescence, 60 min | inhibition, % at 10.7 µM | hit rate 0.15% among 340,000 | AID 652197;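 active means mean replicate inhibition of at least 30%, or all replicates individually reaching that 30% level; inactive means mean below 30% and not every replicate reaching it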;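 further: 0% = neutral control wells and 100% = L-leucinethiol positive control wells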
# Target sequence (Q9NZ08 whole entry, looked up): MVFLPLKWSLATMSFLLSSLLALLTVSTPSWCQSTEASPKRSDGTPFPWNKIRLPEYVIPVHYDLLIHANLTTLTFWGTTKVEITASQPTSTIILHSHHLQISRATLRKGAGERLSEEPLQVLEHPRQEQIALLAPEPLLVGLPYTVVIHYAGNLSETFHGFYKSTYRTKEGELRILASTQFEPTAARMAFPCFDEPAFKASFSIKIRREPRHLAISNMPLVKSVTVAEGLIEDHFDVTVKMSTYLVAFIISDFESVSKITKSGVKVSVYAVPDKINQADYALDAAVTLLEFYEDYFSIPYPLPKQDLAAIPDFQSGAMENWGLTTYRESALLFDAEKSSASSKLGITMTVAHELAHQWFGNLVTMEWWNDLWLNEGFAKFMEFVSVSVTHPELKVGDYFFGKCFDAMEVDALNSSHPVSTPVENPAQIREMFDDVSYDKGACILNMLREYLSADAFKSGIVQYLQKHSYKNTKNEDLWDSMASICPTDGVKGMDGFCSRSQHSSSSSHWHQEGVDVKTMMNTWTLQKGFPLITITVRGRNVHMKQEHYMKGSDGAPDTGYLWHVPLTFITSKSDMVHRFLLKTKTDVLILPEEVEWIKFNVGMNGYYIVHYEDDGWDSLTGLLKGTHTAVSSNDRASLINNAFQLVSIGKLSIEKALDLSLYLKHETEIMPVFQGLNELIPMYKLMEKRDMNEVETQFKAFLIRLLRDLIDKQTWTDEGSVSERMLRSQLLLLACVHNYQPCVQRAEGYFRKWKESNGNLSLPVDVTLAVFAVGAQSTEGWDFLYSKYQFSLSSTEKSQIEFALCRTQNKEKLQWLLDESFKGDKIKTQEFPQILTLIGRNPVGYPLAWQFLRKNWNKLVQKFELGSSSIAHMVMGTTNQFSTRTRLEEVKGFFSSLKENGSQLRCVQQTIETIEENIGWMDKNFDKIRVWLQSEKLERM
# E-selectin induc: induces E-selectin expression in human endothelial cells; P16581; HUVEC E-selectin immunofluorescence imaging; normalized: neutral wells 0, TNF-alpha wells 100; activation, % at 7.58 µM; hit rate 0.37% among 260,000; AID 686992;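 active means mean E-selectin-positive cell signal at least 10% of the positive control, reached in at least 60% of replicates, without over 20% cell loss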;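 further: in these data hits start at about 27%; measured in HUVEC primary endothelial cells; signal is the percent of cells scored E-selectin positive by PE staining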
#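 System: HUVEC / Compound: single concentration / Signal: immunofluorescence imaging / Read-out: percent E-selectin-positive cells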
# Xi reactivation: activators of X-chromosome reactivation in mouse fibroblasts | activation, % at 7.58 µM | hit rate 0.055% among 360,000 | XiGFP mouse fibroblasts, % GFP-positive cells imaging, 3 d; cells co-treated with 5-aza-dC sensitizer; scaled so ellipticine positive control = 100% | AID 743238;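 active means mean normalized replicate activation at least 10% and every replicate at or above 10%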;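 further: 0% = median of on-plate neutral control wells and 100% = ellipticine 6 µM median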
#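 Material: SV40-immortalized XiGFP fibroblast cells, line 68-5-11 | Buffer or medium: DMEM containing 5-aza-dC | Dosing: One concentration, pinned | Times: 3 d treatment, 15 min room-temperature fixation | Controls: Ellipticine 6 µM positive control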
# RAD52 inh: blocks human RAD52 DNA annealing; P43351; recombinant RAD52 DNA annealing, FRET fluorescence; inhibition, % at 18.7 µM; hit rate 0.46% among 360,000; AID 651710;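 active means every replicate showing at least 50% inhibition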
# RAD54 branch: blocks human RAD54 Holliday junction branch migration; Q92698; FAM/BHQ fluorescence; inhibition, % at 10.4 µM; hit rate 0.14% among 360,000; AID 602329;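 active means mean normalized replicate activity at least 40 and at least half of replicates scoring 40 or more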;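 further: 0% = median of neutral control wells and 100% = median of positive control wells; inhibitors cause a drop in the FAM fluorescence signal; in these data hits start at about 50%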
# Active calls of the source: *; · = not tested or not shown.
canonical_smiles	esBAF inh	S100A4 inh HTS	ERp5 block	ERAP1 HTS inh	E-selectin induc	Xi reactivation	RAD52 inh	RAD54 branch
CCCCCNC(=O)C(C1CC1)n1c(=O)c(-c2cc3ccccc3[nH]2)nc2ccccc21 (configuration not stated)	·	8.1	4.8	-7.8	0.3	-0.1	-20.4	·
CCOc1ccc(S(=O)(=O)N(CC)CC(=O)NCc2ccccn2)cc1C	-2.7	-18.6	-2.0	2.5	·	0.1	-22.2	-4.8
COc1ccc(CN(C)C[C@@H]2OCCCC[C@@H](C)Oc3ccc(NC(=O)CCC(F)(F)F)cc3C(=O)N([C@@H](C)CO)C[C@@H]2C)cc1	2.5	9.1	-0.4	2.8	0.0	0.0	27.2	0.7
O=C(C[C@@H]1C[C@@H]2c3cc(NS(=O)(=O)c4ccc(F)cc4)ccc3O[C@@H]2[C@@H](CO)O1)NCCc1ccccc1	-6.5	2.5	-2.8	0.2	-0.5	0.1	-4.2	-7.0
CC(O)CNC(=S)Nc1ccccc1 (configuration not stated)	-8.3	1.4	1.7	-1.2	3.9	0.0	-9.2	10.6
Cc1ccc(S(=O)(=O)N(C)C[C@H]2OCCCC[C@H](C)Oc3ccc(N(C)C)cc3C(=O)N([C@H](C)CO)C[C@@H]2C)cc1	-0.6	-7.3	-0.8	-3.9	-0.1	0.0	24.0	4.9
c1ccc(-c2ccc(OCCN3CCOCC3)cc2)cc1	50.5*	-2.0	2.6	-2.6	0.0	0.2	7.7	-7.9
CC(C)Sc1nc(N)nc2c1ncn2C1OC(CO)C(O)C1O (configuration not stated)	-3.5	-4.0	6.6	0.0	-2.4	-0.2	0.8	-4.8
CCNC(=O)C[C@H]1CC[C@@H]2[C@H](COc3ccc(NC(=O)Nc4ccc(C)cc4)cc3C(=O)N2C)O1	2.0	12.0	-0.6	-1.5	0.0	0.0	-6.9	9.6
Cc1cc(C(=O)N(Cc2nnc(-c3ccc(Cl)cc3)o2)C(C)C)c2ccccc2n1	6.5	-7.3	6.4	7.0	·	0.2	-20.1	4.1
CO[C@@H]1CN(C)C(=O)c2cc(NS(=O)(=O)c3ccc(C)cc3)ccc2OC[C@@H](C)N(C)C[C@@H]1C	-3.0	25.4	-3.2	-2.5	-0.1	0.1	17.4	1.6
Cc1[nH]c2ccccc2c1C(=O)COC(=O)c1ccc2c(=O)n3c(nc2c1)CCC3	-8.4	-1.7	3.0	·	-1.0	0.0	-1.2	-4.0
Cc1cc(O)cc(=O)n1C	-8.8	-0.5	-3.8	-5.0	·	0.2	-9.8	·
Oc1cccc(Nc2ncnc3c2oc2ccccc23)c1	·	6.9	-4.5	-0.5	0.4	0.0	8.0	·
Cc1ccc([N+](=O)[O-])cc1NC(=O)c1cccs1	·	-1.1	7.1	·	-1.5	0.1	-11.5	·
C[C@H]1CCCCO[C@H](CN(C)S(=O)(=O)c2ccc(F)cc2)[C@@H](C)CN([C@@H](C)CO)C(=O)c2cc(NS(C)(=O)=O)ccc2O1	-2.9	5.7	3.1	0.7	0.6	-1.1	-49.6	-0.1
C[C@@H]1CN([C@H](C)CO)C(=O)Cc2cc(NC(=O)C3CCCCC3)ccc2O[C@H]1CN(C)Cc1ccc2c(c1)OCO2	-0.7	-5.6	1.5	-1.8	0.3	0.0	0.8	-4.9
NNC(=O)Cn1c2ccccc2c2ccccc21	-1.7	1.8	0.0	1.4	0.2	-0.2	0.1	6.6
CC(=O)Nc1cccc(-c2cc(NC(C)=O)c3ncc(-c4ccccc4)n3c2)c1	-27.3	-0.5	-6.5	7.1	-0.1	-0.1	-11.1	-0.7
Cc1ccc(S(=O)(=O)Nc2c(C)n(C)n(-c3ccccc3)c2=O)cc1C(=O)OCC(=O)N1CCCC(C)C1 (configuration not stated)	-4.1	0.7	3.4	0.4	·	0.0	-5.6	7.9
COC(=O)c1ccc(COc2cccn3c(N(C)C(=O)CCC4CCCC4)c(C)nc23)cc1	1.0	-6.3	-0.5	-1.7	-0.3	0.0	-43.8	-10.0
Cc1cccc(NS(=O)(=O)c2c(C)noc2C)c1	·	-2.4	3.5	2.1	·	0.0	-2.9	·
CCCN(CC(=O)Nc1ccccc1C)C(=O)c1ccc(Cl)c(S(=O)(=O)N2CCCC2)c1	·	5.4	-0.6	-1.3	0.0	0.0	-2.4	·
Cc1ccc2c(C)c(C(=O)N(Cc3ccc(N(C)C)cc3)C3CCS(=O)(=O)C3)oc2c1 (configuration not stated)	-18.4	-0.1	14.0	6.7	0.5	0.3	-11.3	-3.5
COc1ccccc1CCNC(=O)c1c(N)[nH]c(C(=O)c2ccccc2)c1-c1ccc(Br)cc1	·	-5.4	2.3	-3.6	-0.2	0.3	-3.3	·
COc1ccc2c3c([nH]c2c1)[C@H](CO)N(C(=O)c1cccnc1)CC31CCN(Cc2cccnc2)CC1	·	-1.8	-3.3	-1.8	0.0	0.2	12.6	·
CCCNC(=O)Nc1ccc2c(c1)C(=O)N(C)C[C@H](OC)[C@H](C)CN(C(=O)C1CC1)[C@@H](C)CO2	-1.8	7.3	-4.8	-1.7	-0.1	-0.1	-3.4	-13.6
Cc1ccc(NC(=O)CSc2nnc(CCCCCNC(=O)OC(C)(C)C)o2)c(C)c1	·	-6.8	-3.4	3.0	·	·	-0.4	-0.8
Cc1ccc(C2=NN(CC(=O)NCCC(C)C)C(=O)CC2)cc1	0.4	0.8	-2.0	5.3	·	0.4	1.1	-4.8
CC(C)(CC1(C)NC(=O)NC1=O)OCc1ccccc1 (configuration not stated)	3.8	13.5	-1.9	0.8	-0.1	0.1	3.7	-4.3

# Retrieved one by one from above:
canonical_smiles	esBAF inh	S100A4 inh HTS	ERp5 block	ERAP1 HTS inh	E-selectin induc	Xi reactivation	RAD52 inh	RAD54 branch
Cc1ccc(S(=O)(=O)N(C)C[C@H]2OCCCC[C@H](C)Oc3ccc(N(C)C)cc3C(=O)N([C@H](C)CO)C[C@@H]2C)cc1	-0.6	-7.3	-0.8	-3.9	-0.1	0.0	24.0	4.9
Cc1cccc(NS(=O)(=O)c2c(C)noc2C)c1	·	-2.4	3.5	2.1	·	0.0	-2.9	·
Cc1ccc(C2=NN(CC(=O)NCCC(C)C)C(=O)CC2)cc1	0.4	0.8	-2.0	5.3	·	0.4	1.1	-4.8

# Later entries
canonical_smiles	esBAF inh	S100A4 inh HTS	ERp5 block	ERAP1 HTS inh	E-selectin induc	Xi reactivation	RAD52 inh	RAD54 branch
COc1cc(/C=C/C(=O)OCC(=O)NCc2ccco2)ccc1OCC#N	·	-4.0	24.4	-0.5	·	0.0	-9.9	·
OCCC1CN(Cc2nc3c(s2)CCCC3)CCN1Cc1ccccc1 (configuration not stated)	-0.1	-0.5	6.9	0.8	-0.1	-0.2	-1.8	0.1
O=C(O)CCC(=O)N1CCc2cc(S(=O)(=O)N3CCC(Cc4ccccc4)CC3)ccc21	-1.7	-8.8	4.6	3.7	0.1	0.1	-23.6	2.0
O=C(/C=C/c1ccccc1)Oc1cccc2cccnc12	1.0	2.6	-0.4	-1.2	·	0.0	-5.3	-7.1
C=C(C)CNC(=S)Nc1ccc(S(=O)(=O)Nc2cnc3ccccc3n2)cc1	·	-2.0	1.7	0.3	1.9	0.1	-24.0	·
COC(=O)N/N=C1/C/C(=N\NC(=O)OC)c2ccccc21	·	-2.2	-9.1	7.1	·	0.0	-1.4	0.8
COc1ccc(/C=N/Nc2nc(-c3ccc(C)cc3)c(NC(C)=O)s2)cc1OC	·	-0.8	-4.0	-3.4	·	0.2	-17.4	·
COCC(=O)N1CCCCN2[C@H](CO)[C@@H](c3ccc(-c4ccc(OC)cc4)cc3)[C@H]2C1	·	14.9	0.6	0.7	0.1	0.0	-12.5	7.0
O=C(O)C1CCCCC1C(=O)Nc1nc(-c2ccc(Cl)s2)cs1 (configuration not stated)	·	-15.8	-0.7	4.9	·	0.0	-1.7	·
Cc1noc(C)c1NC(=O)Nc1cccc2c1O[C@@H](CN(C)Cc1ccc(C(=O)Nc3ccccc3N)cc1)[C@@H](C)CN([C@@H](C)CO)C2=O	·	-3.1	1.1	0.4	-0.1	0.2	-2.1	·
O=C(Nc1ccccc1Cl)NC1(C(=O)NCc2ccncc2)CCCCC1	-1.5	-6.6	0.8	-8.7	·	0.4	-7.2	-3.1
COc1ccc(C(=O)COC(=O)CN2C(=O)NC3(CC(C)CC(C)(C)C3)C2=O)c(OC)c1 (configuration not stated)	-2.7	-4.4	-0.3	1.9	·	-0.1	-49.1	14.1
Cc1ccc(S(=O)(=O)NC(Cc2ccccc2)C(=O)O)cc1C (configuration not stated)	-5.2	-2.4	5.3	-0.7	58.5*	0.2	-20.2	-8.0
Cc1cccc(N(C(=O)c2csnn2)C(C(=O)NCc2ccccc2)c2ccc(C)o2)c1 (configuration not stated)	9.9	-6.6	0.5	-0.1	·	0.1	-6.3	-13.1
CNC[C@H]1Oc2c(NC(=O)Nc3ccccc3)cccc2C(=O)N([C@@H](C)CO)C[C@@H]1C	4.8	12.8	-2.2	-5.1	-0.1	0.0	-5.7	0.8
COc1ccc(CN(C)C[C@H]2Oc3ccc(NC(=O)CCC(F)(F)F)cc3CC(=O)N([C@H](C)CO)C[C@@H]2C)cc1	0.5	-41.1	-6.3	0.4	1.1	0.0	2.1	-4.3
CC1(C)Nc2ccccc2C(=O)N1NS(=O)(=O)c1ccccc1	·	0.4	-7.4	-2.1	0.1	0.0	-7.5	·
O=C(NC1CC1)c1ccc(S(=O)(=O)NCC2CCCCC2)cc1	-1.8	10.9	3.6	-6.1	·	·	-5.2	-7.7
COc1ccccc1Nc1ccc(NC(=O)c2cccc([N+](=O)[O-])c2C)cc1	32.6	1.4	4.5	3.4	0.6	-0.1	-10.5	-1.4
O=C(Nc1cccc([N+](=O)[O-])c1)c1ccc2ccccc2c1O	4.5	-1.2	0.1	2.6	·	0.0	-6.9	-1.7
COC(=O)[C@@]1(Cc2ccccc2)[C@H]2C(=O)N(C)C(=O)[C@H]2[C@H]2CN=C(SC)N21	0.3	-0.9	1.5	-1.5	·	-0.2	-9.0	-6.7
CCc1c(C)c2cc(Cl)c(O)c(CN(CC)CC)c2oc1=O	-9.1	-1.9	4.3	84.8*	·	·	5.7	-7.8
COc1cc(OC)cc(-c2c(C#Cc3ccsc3)c3cc(-c4cc(F)cc(F)c4)ccc3n2C)c1	-5.3	0.2	-2.1	0.7	0.1	0.0	-53.4	-1.0
CN1CCCCN2[C@@H](CO)[C@H](c3ccc(Br)cc3)[C@@H]2C1	-3.5	-7.7	3.3	0.0	0.1	0.1	4.4	4.3
Cc1cc(OCC(=O)NCc2ccccn2)c2c(C)c(Cc3ccccc3)c(=O)oc2c1	11.2	10.3	·	0.3	·	0.1	-2.2	3.8
CSc1ccc(CN2CCC(C(=O)NCc3ccc(C)cc3)CC2)cc1	·	-5.0	-1.9	-1.4	2.8	-0.1	-8.8	·
NC(=O)C1CCN(C(=O)c2cn(-c3ccccc3)nc2-c2cccnc2)CC1	-9.2	-4.3	-2.3	2.5	8.4	0.3	2.3	1.4
Cn1nc(C(C)(C)C)cc1NC(=O)C1(C)CCN1C(=O)C1(c2ccccc2)CC1 (configuration not stated)	-3.1	-6.0	-1.6	1.3	0.1	0.0	-0.7	-2.5
O=C(c1ccc(F)cc1)N1CCCCN2[C@@H](CO)[C@@H](c3ccc(-c4ccc(F)cc4)cc3)[C@@H]2C1	·	-6.4	-2.4	-0.7	·	·	39.5	1.5
